# From PubChem BioAssay
# HTT aggregate = qHTS Multiplex Assay to Identify Dual Action Probes in a Cell Model of Huntington: Aggregate Formation (GFP); 220,000 tested, 1.1% active; Potency, µM (highest dose often 46.1 µM), for the others: at the highest dose activity change, negative = inhibition, hits mostly inhibitors; PC12 HttQ103-GFP aggregates, Acumen cytometry, 40 h; also: potency is read from the fitted curve at half-maximal effect; % is scaled to controls: 0 for no effect and ±100 for the full control effect; nearly all actives have a fitted effect of over 60% in size
#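 Aggregates are detected as GFP objects 1–25 µm with signal 6 STDEV over background in lysates of induced PC12 cells. These carry Huntingtin exon 1 with 103 glutamines fused to GFP under an ecdysone promoter; compounds titrated.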
# CBFb-RUNX1 inh = qHTS Assay for Compounds Blocking the Interaction Between CBF-beta and RUNX1 for the Treatment of Acute Myeloid Leukemia; AlphaScreen CBFb-His/RUNX1-biotin binding, biochemical; Potency, µM (titrated, usually from 59.8 µM), for the others: at the top dose activity, negative = inhibition, most hits filed as inhibitors; 230,000 tested, under 10 active; AID 1477, 2009; also: % of control where 0% means no effect
# Target sequence (Q01196 whole entry, looked up): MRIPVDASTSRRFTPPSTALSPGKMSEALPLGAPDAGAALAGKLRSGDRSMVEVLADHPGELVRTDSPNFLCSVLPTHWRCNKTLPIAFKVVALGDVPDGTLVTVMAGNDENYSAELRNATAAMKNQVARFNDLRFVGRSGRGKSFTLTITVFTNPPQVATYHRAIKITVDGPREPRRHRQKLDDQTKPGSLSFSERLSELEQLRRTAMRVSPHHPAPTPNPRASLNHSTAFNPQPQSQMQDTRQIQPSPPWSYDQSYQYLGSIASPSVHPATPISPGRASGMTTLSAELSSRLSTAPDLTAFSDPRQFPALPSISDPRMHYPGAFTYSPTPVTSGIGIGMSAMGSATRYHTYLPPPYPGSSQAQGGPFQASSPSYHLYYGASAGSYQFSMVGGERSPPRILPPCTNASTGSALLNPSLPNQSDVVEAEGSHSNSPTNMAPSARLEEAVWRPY
# Target sequence (Q13951 whole entry, looked up): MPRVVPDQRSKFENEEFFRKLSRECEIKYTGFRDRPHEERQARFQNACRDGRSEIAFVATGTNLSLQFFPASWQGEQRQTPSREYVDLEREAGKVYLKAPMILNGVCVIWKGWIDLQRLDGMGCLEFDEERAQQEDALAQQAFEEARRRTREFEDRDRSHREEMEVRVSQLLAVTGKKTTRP
#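 Proteins preincubated together for 20 min at RT before compound addition; 15 min later, nickel and streptavidin beads were added and left 90 min prior to AlphaScreen measurement.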
# aGlu spleen mod = qHTS Assay for Inhibitors and Activators of Human alpha-Glucosidase From Spleen Homogenate | Lysosomal alpha-glucosidase (Homo sapiens), P10253 | human spleen homogenate, 4-MU-alpha-glucoside fluorescence | Potency, µM (titrated, usually from 79.9 µM), for inactives: at the top dose activity change, negative = inhibition, most hits filed as inhibitors | 240,000 tested, 0.006% active;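 also: potency is read from the fitted curve at half-maximal effect; 0% = enzyme with vehicle and -100% = no enzyme basal signal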
#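 Human spleen homogenate (1 ug) incubated with compounds and 1 mM 4-methylumbelliferyl-alpha-D-glucopyranoside in pH 5.0 citrate/phosphate buffer, 37 C, 40 min. Stopped at pH 10; 4-MU fluorescence (Ex 365/Em 440 nm); AC50 by Hill fit.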
# GAA inh = qHTS Assay for Inhibitors of Human alpha-Glucosidase as a Potential Chaperone Treatment of Pompe Disease. Lysosomal alpha-glucosidase (Homo sapiens), P10253. purified human GAA, 4-MU-alpha-glucoside fluorescence. Potency, µM (doses to about 76.9 µM), for the others: at the top dose activity change, negative = inhibition, most hits filed as inhibitors. 200,000 tested, 0.005% active. AID 1466, 2008;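 also: potency is read from the fitted curve at half-maximal effect; plate controls were uninhibited enzyme wells for no effect and no-enzyme background for full effect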
#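 Human alpha-glucosidase, 4 nM, pre-mixed with test compounds before 400 uM 4-methylumbelliferyl substrate; 20 min room temperature at pH 5.0. Fluorescence read after pH 10 stop; AC50 values from Hill-equation fits.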
# GAA glycogen = qHTS Assay for Inhibitors and Activators of Human alpha-Glucosidase Cleavage of Glycogen. recombinant GAA, glycogen substrate, Amplex Red glucose oxidase fluorescence. Potency, µM (series often up to 76.4 µM), for the others: top-dose activity change, negative = inhibition, hits mostly inhibitors. AID 2100, 2009. 300,000 tested, 0.38% active;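 also: potency is read from the fitted curve at half-maximal effect; 0% = full enzyme reaction and -100% = no-enzyme basal signal; the screen sought inhibitors and activators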
#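 qHTS, 1536-well; enzyme 4 nM final; cpd up to 77 uM; substrate bovine liver glycogen 30 ug; 50 mM citrate/phosphate pH 5.0, 0.01% Tween-20; 37 C, 40 min; Amplex Red detection 45 min RT; Hill fit → AC50.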
# Lamin A splicing = qHTS Assay for Modulators of Lamin A Splicing | Potency, µM (doses to about 46.1 µM), for inactives: at the top dose ratio change, negative = inhibition, usual class: inhibitors | 200,000 tested, 0.01% active | AID 1487, 2009 | HeLa LMNA splicing GFP/RFP minigene ratio, 48 h; active = well fitted inhibition curve with a large enough effect in the signal ratio, with a control signal flat, not every such curve was filed as active; inconclusive = small, poorly fitted or top-dose-only effect, or effect the other way, or a change in a side signal; the % refers to the signal ratio; also: potency is read from the fitted curve at half-maximal effect; % is scaled to controls: 0 for no effect and ±100 for the full control effect
#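 S3 HeLa stable clones carrying a lamin A-EGFP splicing minigene plus DsRed2 were seeded at 600 cells/well in Opti-MEM with 2% FBS, pin-dosed and incubated 48 h at 37°C. Acumen cytometry (488 nm) gave the GFP/RFP total-intensity ratio.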
# HTT cytoprotect = qHTS Multiplex Assay to Identify Dual Action Probes in a Cell Model of Huntington: Cytoprotection (ATP) | Potency, µM (doses to about 56.4 µM), for the others: cytoprotection (ATP increase), usual class: activators | 230,000 tested, 0.14% active | PC12 HTT-Q103 induced, cytoprotection, ATP luminescence, 40 h;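 also: potency is read from the fitted curve at half-maximal effect; % of control where 0% means no effect; nearly all actives have a fitted effect of over 45% in size; toxic huntingtin expression switched on by the ecdysone agonist tebufenozide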
#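 Readout: ATPlite luminescence (ATP level). Model: stable PC12, inducible Htt exon1 Q103-GFP. Inducer: tebufenozide, 100 nM final. Compounds: dose series. No G418 in medium.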
# * = called active by the depositor; ? = inconclusive; . = no result given; [ ] = another dose, or the depositor's remark. Unless noted, calls follow the shape of the dose curve; as a rule, active = well fitted curve in the direction sought with a large enough effect; inconclusive = small, poorly fitted or top-dose-only effect, or another doubt; inactive = no such curve, though single readings can be large; an effect the other way counts as inactive or inconclusive.
SMILES,HTT aggregate,CBFb-RUNX1 inh,aGlu spleen mod,GAA inh,GAA glycogen,Lamin A splicing,HTT cytoprotect
O=C(N/N=C/c1cccc([N+](=O)[O-])c1)c1ccncc1,7.4%[9.22 µM],5.5%,0.5%,.,7.6%,.,7.8%[10 µM]
COc1ccc2c(c1OC)CN(C)CCc1cc3c(cc1C(=O)C2)OCO3,1.4%[9.22 µM],1.9%,-0.2%,7.4%,-6.7%,.,-5.1%[10 µM]
COc1ccccc1NC(=O)Cn1c(=O)c(N(C)C)c(N)n(C)c1=O,1.8%,3.5%,4.7%,-2.4%,?,-0.5%[46 µM],2.9%
c1ccsc1,.,7.1%[21.7 µM],-6.1%,.,.,.,5.6%
CCc1nnc(NC(=O)C2c3ccccc3Oc3ccccc32)s1,-1.6%,26.8%,-10.5%,1.6%,1.3%,?,-21.6%[10 µM]
COc1ccc(C(c2nnnn2Cc2ccccc2)N2CCN(c3nc4ccccc4s3)CC2)cc1 (centres undefined),13.4%,-7.5%,-15.3%,-9.4%,2.9%,4.8%,12.1%
COc1ccc2nc(C(F)(F)C(F)(F)F)c(C#N)c(N)c2c1,-6.7%,-0.8%,8.2%,-2.3%,4.0%,-0.8%,-10.6%[10 µM]
NS(=O)(=O)c1cccc(NC(=O)CSc2nnc(-c3ccccc3F)n2C2CC2)c1,14.6%[9.22 µM],0.3%,3.8%,.,5.2%,.,-8.1%[10 µM]
CC(=O)N(CCC1(c2ccc(C)cc2)CCOC(C(C)C)C1)Cc1ccco1 (centres undefined),-17.3%[9.22 µM],-17.3%,-8.4%,10.3%[15.4 µM],0.6%,8.3%[46 µM],10.4%[10 µM]
Cc1cccc2cc(CN(Cc3ccco3)S(=O)(=O)c3ccc4c(c3)OCCO4)c(=O)[nH]c12,-8.5%,-13.4%,-3.2%,1.4%,4.7%,?,6.2%
CC1=C(C(=O)OCc2ccccc2)C(c2cccs2)NC(=O)N1CCCC(=O)O (centres undefined),?,11.6%[2.36 µM],7.9%,1.7%,6.8%,8.0%,.
Cc1ccc(S(=O)(=O)C2C(=O)NC3(C)CC2c2ccccc2O3)cc1 (centres undefined),-9.9%,-6.4%,0.0%,5.1%,-0.3%,-6.8%,26.1%[10 µM]
COc1cc2c(C(=O)OCCN(C)C)c(CSc3ccccc3)n(C)c2cc1Br,-2.9%,7.1%,-3.0%,-0.8%,5.2%,-2.2%[9.22 µM],-2.5%
CN1CCCc2cc(C=O)ccc21,-6.7%,7.1%,2.9%,-4.6%,?,-7.8%,9.4%[1.9 µM]
Cc1ccc(OCC(=O)N2CCCCC2)c(Br)c1,-11.1%,4.5%,?,-5.0%,0.1%,2.0%,-1.3%
CC(=O)Nc1ccccc1C(=O)N1CC(C)OC(C)C1 (centres undefined),15.6%,10.6%,1.8%,6.4%,-14.6%,3.2%,4.2%
CCCn1cc([C@@H]2C[C@H]3CN(Cc4cccc(Cl)c4)C(=O)[C@]34CCCN24)c(C)n1,-19.3%[9.22 µM],12.3%,2.7%,.,2.8%,.,-8.1%[10 µM]
CCOC(=O)c1ccccc1NC(=S)N1CCC(C)CC1,-15.9%,5.1%,4.5%,-1.2%,-3.6%,-0.4%,15.7%[10 µM]
CC1CC2(NC(=O)NC2=O)C(C)CN1C (centres undefined),-18.8%,11.5%,-9.3%,1.5%,3.8%,-2.4%,12.2%[10 µM]
COc1cc(SC)ccc1C(=O)N1CCCCCC1,-22.1%,-7.4%,-3.2%,-1.0%,4.0%,?,34.4%[10 µM]
CC(C)C[C@H](NC(=O)c1[nH]cnc1C(=O)Nc1ccc(CNC(=O)OC(C)(C)C)cc1)C(=O)OCc1ccccc1,-14.1%[9.22 µM],7.2%,4.0%,.,-15.3%,.,20.4%[10 µM]
CCOC(=O)c1cc(-c2ccccc2)n(CC(=O)N2CCCC2)c1C,-19.3%,0.9%,-0.1%,-1.0%,7.5%,-2.9%,4.5%
COC(=O)C1(Cc2ccc(O)cc2)OC(=O)C(O)=C1c1ccc(O)cc1 (centres undefined),7.8%[9.22 µM],?,2.1%,.,?,.,2.4%[10 µM]
O=C(C1CC1)N1CCN(c2nc3ccccc3s2)CC1,4.7%,1.5%,3.2%,0.2%,-13.1%,-1.6%,-53.3%[inhibitor]
COc1ccc(C(C(=O)NC2CCCC2)N(Cc2ccc(C)cc2)C(=O)c2ccn[nH]2)cc1OC (centres undefined),21.7%,-4.4%,4.2%,-2.7%,-7.5%,11.1%,17.2%
COC(=O)c1cc(C(=O)OCC(=O)Nc2ccccc2OC(F)F)cc([N+](=O)[O-])c1,-16.9%,-10.4%,5.0%,0.9%,8.4%,-9.0%,27.6%[10 µM]
Cc1csc2nc(CNS(=O)(=O)c3ccc(-c4ccccc4)cc3)cn12,?,-5.2%,1.5%,6.2%,-5.7%,?,17.5%[10 µM]
Cc1nnc(N)nc1C,0.5%,13.6%,-0.3%,7.0%,-13.6%,?,-4.0%
COc1ccc(NC2=NCC(=O)N2c2ccccc2F)c(OC)c1,-2.8%,-0.1%,-12.8%,3.7%,6.2%,6.9%,-4.2%
C=C(C)CSc1nc2c(c(=O)[nH]c(=O)n2C)n1Cc1ccccc1,7.2%[9.22 µM],5.1%,3.5%,.,2.8%,.,-18.9%[10 µM]
CSc1nc2c(c(=O)[nH]1)C(c1ccc(C(F)(F)F)cc1)CC(=O)N2 (centres undefined),2.2%,1.3%,4.7%,-5.7%,4.8%,-18.8%[46 µM],-12.7%
CCNC(=O)CC1C(=O)N(c2ccc(F)cc2)C(=O)N1CCC(C)C (centres undefined),-12.7%,8.3%,-16.9%,-5.2%,2.3%,7.9%,1.4%[10 µM]
CCNC(=O)C(CC(C)C)NC(=O)C(CO)NC(=O)C1CCC(=O)N1 (centres undefined),-30.5%[9.22 µM],5.5%,0.0%,.,9.7%,.,-5.9%[10 µM]
CCOc1ccc2c(c1)C(=NNC(=O)c1ccncc1)c1cc(OCC)ccc1-2,?,-2.1%,-3.7%,?,9.1%,?,-7.0%[10 µM]
C=CCNC(=S)N1CCOCC1,-8.9%[9.22 µM],1.9%,4.3%,12.1%,23.5%,2.0%[46 µM],4.7%[10 µM]
CN(C)c1cccc(C(=O)N/C=C/n2cnc3cc(C(F)(F)F)ccc32)c1,-12.5%,-1.6%,-5.1%,-4.1%,-10.6%,.,-47.3%[inhibitor]
Cc1cc(C(=O)N(C)Cc2ccc(Br)cc2)no1,1.9%,3.1%,1.0%,-5.2%,-21.9%,-4.5%,-2.4%[10 µM]
Cc1c(C(=O)Nc2cccc(S(=O)(=O)N3CCCC3)c2)oc2ccccc12,-4.9%[9.22 µM],0.0%,8.5%,.,0.8%,.,-5.9%[10 µM]
COc1ccc(OC)c(S(=O)(=O)NC2CCN(Cc3ccccc3)CC2)c1,-2.4%,5.0%,2.9%,-2.2%,2.2%,-11.7%,12.8%
COc1ccc(-n2ccnc2SCC(=O)NCc2ccc(F)cc2)c(OC)c1,-19.4%,1.4%,-6.2%,-0.9%,-2.0%,11.3%[46 µM],-2.0%
CCOc1ccc(NC(=S)N2CCCCCC2)cc1,6.6%,15.7%,-11.0%,4.8%,-18.2%,.,-40.3%[inhibitor]
O=C(NCc1nnc(SCC(=O)N2CCC(Cc3ccccc3)CC2)o1)c1ccccc1F,-13.2%,14.4%,-25.5%,0.1%,-3.5%,?,-10.7%
Cc1cccc(-n2c(=O)c3c(C)c(C)sc3n(CC(N)=O)c2=O)c1,5.9%,-19.8%,-5.2%,-3.4%,9.5%,12.0%[46 µM],-18.5%
Cn1c(NCc2ccco2)nc2ccccc21,-12.7%,3.5%,-6.9%,-4.2%,2.4%,-1.3%,-1.2%
Cc1ncsc1CCSc1nc2ccccc2c(=O)n1C,?,11.3%,2.1%,2.5%,0.3%,-2.6%,-9.2%[10 µM]

# Part of the list above, reduced to aGlu spleen mod and HTT cytoprotect.
Molecule	aGlu spleen mod	HTT cytoprotect
C=CCNC(=S)N1CCOCC1	4.3%	4.7%[10 µM]
CN(C)c1cccc(C(=O)N/C=C/n2cnc3cc(C(F)(F)F)ccc32)c1	-5.1%	-47.3%[inhibitor]

# New compounds follow
SMILES,HTT aggregate,CBFb-RUNX1 inh,aGlu spleen mod,GAA inh,GAA glycogen,Lamin A splicing,HTT cytoprotect
O=C(/C=C/c1ccc(F)cc1)NC(=S)N1CCN(Cc2ccccc2)CC1,18.8%[9.22 µM],-7.6%,1.9%,.,-9.9%,.,11.1%[10 µM]
O=C(CSc1nnc2c(Cl)cc(C(F)(F)F)cn12)N(Cc1ccccc1)Cc1ccccc1,-3.7%,9.7%,3.1%,-9.4%,3.3%,-13.9%,10.4%[10 µM]
C=CCNC(=S)NCc1ccccc1,-8.1%[9.22 µM],22.1%,-1.0%,.,6.6%,.,-6.5%[10 µM]
COc1ccc(Cn2cnc3c([N+](=O)[O-])c(C)c(C)cc32)cc1,-10.8%,-4.6%,-7.0%,0.8%,-0.6%,0.0%,18.5%
CC(C)(C)C(=O)NC1(C(F)(F)F)NC(=O)N(Cc2ccccc2)C1=O (centres undefined),25.2%[9.22 µM],?,-7.8%,.,-6.9%,.,2.1%[10 µM]
COc1ccc(-n2c(Cc3ccccc3)nnc2SCc2ccc([N+](=O)[O-])cc2)cc1,10.7%,-15.1%,-1.9%,-3.5%,-3.6%,6.9%,-2.9%[10 µM]

# Looked up by structure from above (2):
SMILES,HTT aggregate,CBFb-RUNX1 inh,aGlu spleen mod,GAA inh,GAA glycogen,Lamin A splicing,HTT cytoprotect
COc1cc2c(C(=O)OCCN(C)C)c(CSc3ccccc3)n(C)c2cc1Br,-2.9%,7.1%,-3.0%,-0.8%,5.2%,-2.2%[9.22 µM],-2.5%
COc1ccc(-n2c(Cc3ccccc3)nnc2SCc2ccc([N+](=O)[O-])cc2)cc1,10.7%,-15.1%,-1.9%,-3.5%,-3.6%,6.9%,-2.9%[10 µM]

# Not a hit list; overall some 1.5% were active at least once.
